INS-1E ATP HTS: rescue of cytokine-induced death in INS-1E beta cells. hit rate 0.1% among 20,000. protection from cytokine-induced ATP loss, % at 10 µM. AID 488910. INS-1E cytokine-induced death, ATP luminescence, 48 h; normalised: neutral wells 0, positive control 100;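 active means mean replicate protection from cytokine-induced ATP loss at least 50% and at least 75% of replicates each reaching 50%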
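Assay system: INS-1E rat cells / Quantity: 8000 cells per well / Medium: RPMI without phenol red, 5% FBS / Probe or stimulus: three-cytokine cocktail (IFN-γ, TNF-α, IL-1β) / Dosing: one compound concentration, pin transfer / Timing: 48 h co-treatment, 10 min post-lysis read / Technique: CellTiter-Glo luminescence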
T cruzi HTS: blocks T. cruzi growth inside host cells; hit rate 4.9% among 22,000; activity score (inhibition), % at 5.01 µM; intracellular Trypanosoma cruzi in host cells, plate reader; in the data active means activity score above about 55%;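 further: parasites and compound incubated about four days before reading; 0% = median of neutral control wells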
Numbers without * were called inactive; x = not tested or not shown. Not all compounds are listed, so the mix of outcomes need not match the whole.

nr | molecule | INS-1E ATP HTS | T cruzi HTS
1 | C[C@H]1CN([C@@H](C)CO)C(=O)c2cccc(NC(=O)Nc3ccc(F)cc3)c2O[C@@H]1CN(C)Cc1ccc(C(=O)Nc2ccccc2N)cc1 | 3.8 | 66.7*
2 | C[C@@H]1CN([C@H](C)CO)C(=O)CCCn2nncc2CO[C@H]1CN(C)C(=O)Nc1cccc(F)c1 | 5.4 | -1.0
3 | C[C@H](CO)N1C[C@H](C)[C@H](CN(C)C)Oc2ncc(-c3cc4ccccc4o3)cc2C1=O | x | 85.3*
4 | CNC[C@@H]1Oc2ccc(NS(=O)(=O)c3cn(C)cn3)cc2C(=O)N([C@@H](C)CO)C[C@H]1C | 6.2 | -17.9
5 | C[C@@H]1CN([C@H](C)CO)C(=O)Cc2cc(NC(=O)Cn3cnnn3)ccc2O[C@@H]1CN(C)Cc1ccc(-c2ccccc2)cc1 | 4.1 | -41.1
6 | C[C@H](CO)N1C[C@H](C)[C@@H](CN(C)Cc2ccccc2)OCc2cn(nn2)CCCC1=O | x | -3.2
7 | C[C@@H]1CN([C@H](C)CO)C(=O)Cc2cc(NC(=O)Cc3cn(C)c4ccccc34)ccc2O[C@@H]1CN(C)C(=O)Nc1ccc(F)cc1 | 1.8 | -10.8
8 | C[C@@H]1CN([C@H](C)CO)C(=O)c2cc(NC(=O)Nc3ccc(F)cc3)ccc2O[C@H]1CN(C)S(C)(=O)=O | 0.6 | -24.0
9 | C[C@H]1CN([C@@H](C)CO)C(=O)c2cc(NC(=O)C3CCCCC3)ccc2O[C@@H]1CN(C)C(=O)Nc1ccc(C(F)(F)F)cc1 | -5.7 | -4.9
10 | COc1ccc(S(=O)(=O)Nc2ccc3c(c2)C(=O)N([C@@H](C)CO)C[C@@H](C)[C@@H](CN(C)C)O3)cc1 | 14.4 | -5.0
11 | COc1ccc(S(=O)(=O)Nc2ccc3c(c2)CC(=O)N([C@H](C)CO)C[C@@H](C)[C@H](CN(C)S(=O)(=O)c2ccc(OC)cc2)O3)cc1 | 1.2 | -2.8
12 | C[C@@H]1CN([C@@H](C)CO)C(=O)Cc2cc(NC(=O)Nc3ccccc3)ccc2O[C@@H]1CN(C)Cc1ccncc1 | 8.3 | -21.6
13 | C[C@@H]1CCCCO[C@@H](CN(C)S(=O)(=O)c2cccs2)[C@@H](C)CN([C@H](C)CO)C(=O)c2cc(NS(=O)(=O)c3ccccc3)ccc2O1 | 4.9 | 27.1
14 | CNC[C@@H]1Oc2ccc(NC(=O)C3CC3)cc2C(=O)N([C@@H](C)CO)C[C@@H]1C | x | -2.1
15 | C[C@@H]1CN([C@H](C)CO)C(=O)c2cc(NS(=O)(=O)c3cn(C)cn3)ccc2O[C@H]1CN(C)Cc1ccc(Oc2ccccc2)cc1 | x | -8.9
16 | C[C@H]1CN([C@@H](C)CO)C(=O)c2cc(NC(=O)CCCCCC(=O)Nc3ccccc3N)ccc2O[C@@H]1CN(C)C | -8.0 | -52.7
17 | CNC[C@@H]1Oc2c(NC(=O)c3ccc(-c4nccs4)cc3)cccc2C(=O)N([C@H](C)CO)C[C@@H]1C | 4.5 | -21.4
18 | O=C(CCCCC(=O)N/N=C/c1coc2ccccc2c1=O)NO | 24.9 | -1.5
19 | C[C@H](CO)N1C[C@H](C)[C@H](CN(C)Cc2ccc(C(=O)O)cc2)Oc2ccc(NC(=O)Cn3cnnn3)cc2CC1=O | 1.5 | -15.0
20 | C[C@@H]1CCCCO[C@@H](CN(C)C(=O)Nc2ccc(C(F)(F)F)cc2)[C@@H](C)CN([C@H](C)CO)C(=O)c2cc(NC(=O)Nc3ccccc3)ccc2O1 | -5.6 | 64.4*
21 | C[C@@H]1CCCCO[C@H](CN(C)Cc2ccc3c(c2)OCO3)[C@@H](C)CN([C@H](C)CO)C(=O)c2cc(NC(=O)Nc3ccc4c(c3)OCO4)ccc2O1 | 6.4 | 1.1
22 | CC(C)NC(=O)N(C)C[C@@H]1Oc2ccc(NC(=O)Nc3ccc(C(F)(F)F)cc3)cc2CC(=O)N([C@H](C)CO)C[C@@H]1C | 0.6 | -44.6
23 | COc1cccc(S(=O)(=O)N(C)C[C@@H]2Oc3ncc(C#Cc4ccccc4)cc3C(=O)N([C@H](C)CO)C[C@@H]2C)c1 | x | 61.6*
24 | Cc1noc(C)c1NC(=O)Nc1ccc2c(c1)CC(=O)N([C@@H](C)CO)C[C@H](C)[C@@H](CN(C)CC1CC1)O2 | -2.5 | -18.4
25 | C[C@H](CO)N1C[C@H](C)[C@H](CN(C)Cc2ccc(Oc3ccccc3)cc2)Oc2ccc(NC(=O)CCC(F)(F)F)cc2CC1=O | -16.0 | 21.7
26 | C[C@H](CO)N1C[C@H](C)[C@H](CN(C)C(=O)Nc2cccc3ccccc23)Oc2ccc(NC(=O)NC3CCCCC3)cc2CC1=O | 1.2 | -8.3
27 | CNC[C@@H]1Oc2ccc(NC(=O)Cc3ccccc3)cc2CC(=O)N([C@@H](C)CO)C[C@@H]1C | -0.2 | 6.5
28 | C[C@H](CO)N1C[C@H](C)[C@@H](CN(C)Cc2ccccc2)Oc2ccc(NC(=O)CCCN(C)C)cc2C1=O | 4.5 | 6.5
29 | C[C@H]1CN([C@@H](C)CO)C(=O)c2cccc(NS(=O)(=O)c3cccs3)c2O[C@H]1CN(C)C(=O)Nc1ccccc1 | 4.4 | 6.0
30 | COc1ccc(NC(=O)N(C)C[C@H]2Oc3c(NC(=O)Nc4ccc(F)cc4)cccc3C(=O)N([C@@H](C)CO)C[C@H]2C)cc1 | 0.4 | -12.7
31 | C[C@H](CO)N1C[C@H](C)[C@@H](CN(C)Cc2ccc(C(F)(F)F)cc2)Oc2c(NS(=O)(=O)c3ccccc3)cccc2C1=O | 2.1 | 66.1*
32 | Cc1ccc(S(=O)(=O)Nc2cccc3c2O[C@H](CN(C)Cc2ccccc2)[C@@H](C)CN([C@@H](C)CO)C3=O)cc1 | 1.6 | -14.1
33 | Cc1noc(C)c1NC(=O)Nc1cccc2c1O[C@@H](CN(C)Cc1ccccc1)[C@H](C)CN([C@H](C)CO)C2=O | -3.8 | 4.5
34 | COc1ccc(S(=O)(=O)Nc2ccc3c(c2)CC(=O)N([C@H](C)CO)C[C@@H](C)[C@H](CN(C)Cc2ccc4c(c2)OCO4)O3)cc1 | 2.5 | 65.6*
35 | C[C@H]1CN([C@@H](C)CO)C(=O)c2cc(NC(=O)c3ccncc3)ccc2O[C@@H]1CN(C)C | 4.9 | -31.0
36 | CC(C)NC(=O)Nc1cccc2c1O[C@H](CN(C)S(=O)(=O)c1cccs1)[C@H](C)CN([C@H](C)CO)C2=O | 6.6 | -7.8
37 | C[C@H]1CN([C@@H](C)CO)C(=O)c2cccc(NC(=O)c3ccncc3)c2O[C@@H]1CN(C)S(=O)(=O)c1ccccc1 | 4.7 | 53.5
38 | C[C@@H]1CCCCO[C@H](CN(C)CC2CCCCC2)[C@@H](C)CN([C@H](C)CO)C(=O)c2cc(NS(=O)(=O)c3ccccc3)ccc2O1 | -3.7 | 6.2
39 | CC(C)NC(=O)Nc1ccc2c(c1)C(=O)N([C@@H](C)CO)C[C@H](C)[C@@H](CN(C)Cc1ccc(C(F)(F)F)cc1)O2 | -9.7 | -10.4
40 | C[C@@H]1CN([C@H](C)CO)C(=O)c2cc(NS(=O)(=O)c3ccc(F)cc3)ccc2O[C@@H]1CN(C)C(=O)Nc1cccc2ccccc12 | 4.6 | 8.2
41 | COc1ccc(S(=O)(=O)N(C)C[C@@H]2Oc3ccc(NC(=O)Cn4cnnn4)cc3CC(=O)N([C@H](C)CO)C[C@@H]2C)cc1 | 3.3 | -5.6
42 | C[C@@H]1CCCCO[C@H](CN(C)S(C)(=O)=O)[C@@H](C)CN([C@H](C)CO)C(=O)c2cc(NC(=O)NC3CCCCC3)ccc2O1 | 9.0 | 1.4
43 | Cc1noc(C)c1NC(=O)Nc1ccc2c(c1)CC(=O)N([C@@H](C)CO)C[C@H](C)[C@H](CN(C)S(=O)(=O)c1ccc(F)cc1)O2 | -1.6 | x
44 | C[C@H]1CN([C@@H](C)CO)C(=O)c2cc(NC(=O)Nc3ccc(C(F)(F)F)cc3)ccc2O[C@@H]1CN(C)S(=O)(=O)c1cccs1 | -12.5 | 1.7
45 | CNC[C@@H]1Oc2ccc(NS(=O)(=O)c3ccccc3)cc2CC(=O)N([C@@H](C)CO)C[C@@H]1C | 12.2 | -7.5
46 | C[C@@H]1CN([C@@H](C)CO)C(=O)c2cccc(NC(=O)Nc3cccc4ccccc34)c2O[C@H]1CN(C)C(=O)Nc1ccc(F)cc1 | -6.0 | 9.3
47 | C[C@H](CO)N1C[C@H](C)[C@@H](CN(C)Cc2ccc(C(=O)Nc3ccccc3N)cc2)Oc2ccc(NC(=O)CCN3CCOCC3)cc2C1=O | -9.4 | 6.2
48 | Cc1noc(C)c1NC(=O)Nc1ccc2c(c1)CC(=O)N([C@@H](C)CO)C[C@H](C)[C@H](CN(C)Cc1ccc(C(=O)Nc3ccccc3N)cc1)O2 | -14.4 | 7.8
49 | C[C@@H]1CN([C@@H](C)CO)C(=O)c2cc(NC(=O)CCN3CCOCC3)ccc2O[C@H]1CN(C)S(=O)(=O)c1cccs1 | -3.9 | 0.5
50 | C[C@H](CO)N1C[C@H](C)[C@@H](CN(C)S(=O)(=O)c2ccc(Cl)cc2)Oc2ccc(NC(=O)Nc3ccc(F)cc3)cc2C1=O | 0.2 | -2.3
51 | COc1ccc(NC(=O)Nc2ccc3c(c2)C(=O)N([C@@H](C)CO)C[C@H](C)[C@@H](CN(C)S(=O)(=O)c2cccs2)O3)cc1 | -3.0 | 8.1
52 | C[C@H]1CN([C@@H](C)CO)C(=O)c2cc(NS(=O)(=O)c3ccc(F)cc3)ccc2O[C@H]1CN(C)C(=O)NC1CCCCC1 | x | 2.2
53 | COc1ccc(S(=O)(=O)N(C)C[C@@H]2OCCCC[C@@H](C)Oc3ccc(NC(=O)Nc4ccc(C(F)(F)F)cc4)cc3C(=O)N([C@H](C)CO)C[C@@H]2C)cc1 | -10.8 | 64.6*
54 | C[C@@H]1CN([C@@H](C)CO)C(=O)Cc2cc(NC(=O)c3ccncc3)ccc2O[C@@H]1CN(C)S(=O)(=O)c1ccc(F)cc1 | 4.3 | -10.3
55 | CC(C)NC(=O)Nc1ccc2c(c1)C(=O)N([C@@H](C)CO)C[C@@H](C)[C@H](CN(C)Cc1ccc(C(F)(F)F)cc1)O2 | -5.1 | 7.4
56 | CC(C)OC(=O)N(C)C[C@@H]1OCc2cnnn2CCCC(=O)N([C@@H](C)CO)C[C@H]1C | x | -13.7
57 | COc1ccc(CN(C)C[C@@H]2OCc3cnnn3CCCC(=O)N([C@@H](C)CO)C[C@@H]2C)cc1 | x | -5.8
58 | C[C@H]1CN([C@@H](C)CO)C(=O)Cc2cc(NS(=O)(=O)c3ccc(Cl)cc3)ccc2O[C@H]1CN(C)S(=O)(=O)c1ccccc1 | 6.8 | -2.4
59 | C[C@H](CO)N1C[C@H](C)[C@@H](CN(C)Cc2ccc(Oc3ccccc3)cc2)Oc2ccc(NC(=O)c3ccncc3)cc2C1=O | 3.7 | -26.9
60 | COc1ccc(O)c(/C=N/NC(=O)CCCCCC(=O)Nc2ccccc2O)c1 | 7.8 | 3.8

(next part)
nr | molecule | INS-1E ATP HTS | T cruzi HTS
61 | C[C@H](CO)N1C[C@H](C)[C@@H](CN(C)Cc2ccc3c(c2)OCO3)Oc2c(NC(=O)C3CCOCC3)cccc2C1=O | 7.9 | 19.5
62 | C[C@H](CO)N1C[C@H](C)[C@H](CN(C)Cc2ccc(C(=O)Nc3ccccc3N)cc2)Oc2ccc(NC(=O)Nc3ccccc3)cc2C1=O | 1.9 | 24.2
63 | COc1ccc(CN(C)C[C@H]2Oc3ccc(NC(=O)Nc4ccc(OC)cc4)cc3CC(=O)N([C@@H](C)CO)C[C@@H]2C)cc1 | -1.1 | 15.7
64 | C[C@H](CO)N1C[C@H](C)[C@H](CN(C)C(=O)Nc2ccc(F)cc2)Oc2ccc(NC(=O)CCN3CCOCC3)cc2CC1=O | 3.4 | -17.1
65 | C[C@@H]1CN([C@@H](C)CO)C(=O)c2cccc(NS(=O)(=O)c3ccccc3)c2O[C@@H]1CN(C)Cc1ccc(C(=O)O)cc1 | 2.8 | -5.7
66 | COc1ccc(S(=O)(=O)Nc2ccc3c(c2)C(=O)N([C@H](C)CO)C[C@@H](C)[C@@H](CN(C)C)O3)cc1 | 5.9 | -18.0
67 | Cc1noc(C)c1NC(=O)Nc1cccc2c1O[C@H](CN(C)Cc1ccc(Cl)c(Cl)c1)[C@@H](C)CN([C@@H](C)CO)C2=O | -3.4 | 3.4
68 | Cc1noc(C)c1NC(=O)N(C)C[C@@H]1Oc2ccc(NS(=O)(=O)c3ccc(F)cc3)cc2C(=O)N([C@@H](C)CO)C[C@@H]1C | -7.1 | -4.8
69 | Cc1ccc(S(=O)(=O)N(C)C[C@@H]2OCCCC[C@@H](C)Oc3ccc(NS(=O)(=O)c4ccc(Cl)cc4)cc3C(=O)N([C@H](C)CO)C[C@@H]2C)cc1 | 5.9 | x

Exported with two lines to a compound: part of the list above.
Order of results: INS-1E ATP HTS	T cruzi HTS
63) COc1ccc(CN(C)C[C@H]2Oc3ccc(NC(=O)Nc4ccc(OC)cc4)cc3CC(=O)N([C@@H](C)CO)C[C@@H]2C)cc1
  -1.1	15.7
64) C[C@H](CO)N1C[C@H](C)[C@H](CN(C)C(=O)Nc2ccc(F)cc2)Oc2ccc(NC(=O)CCN3CCOCC3)cc2CC1=O
  3.4	-17.1
65) C[C@@H]1CN([C@@H](C)CO)C(=O)c2cccc(NS(=O)(=O)c3ccccc3)c2O[C@@H]1CN(C)Cc1ccc(C(=O)O)cc1
  2.8	-5.7
66) COc1ccc(S(=O)(=O)Nc2ccc3c(c2)C(=O)N([C@H](C)CO)C[C@@H](C)[C@@H](CN(C)C)O3)cc1
  5.9	-18.0
